Bioassay records (PubChem BioAssay)
CD11b adhes enh: increases human CD11b/CD18 adhesion to fibrinogen; actives 0.07% (n = 93,000); K562 CD11b/CD18 adhesion to fibrinogen, ATPlite luminescence; activation, % at 10 µM; AID 1499;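 active = 10 µM primary screen giving 50% or more activity, confirmed by 40% or more on retest at that dose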; note: strong numbers were not always called active; reference of the scale not given here
Pyk2 oligo antag: blocks oligomerization of human Pyk2 in cells; z-score (the deposit names both 25 µM and 10 µM); AID 1347419; Q293 cells, Pyk2 FERM NanoBiT luminescence; active compounds read low; actives 0.83% (n = 99,000); Q14289;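 active = Z-score of -3 or lower, scaled per plate to the spread of control and sample wells; inactive = z-score above -3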;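 note: negative z-score means lost luminescence so less FERM oligomerization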
PLAP act: activates human placental alkaline phosphatase | P05187 | purified PLAP enzyme, luminescent substrate read-out; active compounds read high | activation fold at 20 µM | actives 1.2% (n = 96,000); in the data active = activation fold above about 2
Target sequence (P05187 whole entry, looked up): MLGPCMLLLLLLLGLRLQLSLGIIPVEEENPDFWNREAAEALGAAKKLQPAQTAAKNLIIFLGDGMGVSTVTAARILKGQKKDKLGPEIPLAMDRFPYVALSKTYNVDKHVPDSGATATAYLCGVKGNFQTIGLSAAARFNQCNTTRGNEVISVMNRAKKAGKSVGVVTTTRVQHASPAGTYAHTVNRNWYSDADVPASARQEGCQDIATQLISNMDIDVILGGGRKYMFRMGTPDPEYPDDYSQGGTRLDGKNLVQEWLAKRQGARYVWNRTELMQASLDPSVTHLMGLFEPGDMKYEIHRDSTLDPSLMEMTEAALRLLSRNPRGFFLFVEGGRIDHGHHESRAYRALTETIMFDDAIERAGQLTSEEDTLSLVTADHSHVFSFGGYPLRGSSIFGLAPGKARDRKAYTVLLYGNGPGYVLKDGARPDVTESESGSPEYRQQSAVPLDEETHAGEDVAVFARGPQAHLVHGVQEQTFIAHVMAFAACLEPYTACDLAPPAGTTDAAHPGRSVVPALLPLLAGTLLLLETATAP
CYP2C9 activ: activators of human CYP2C9 | actives 1.4% (n = 96,000) | activation factor at 5 µM | recombinant CYP2C9, luciferin-H conversion, luminescence; active compounds read high; factor 1 = untreated enzyme, 0 = blocked | P11712;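 active = activation factor of 2 or more for CYP2C9 at a 5 µM dose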;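 note: 0 = sulfaphenazole-blocked wells and 1 = vehicle-only wells; values of inactives mirror those of a sister screen read the other way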
Target sequence (P11712 whole entry, looked up): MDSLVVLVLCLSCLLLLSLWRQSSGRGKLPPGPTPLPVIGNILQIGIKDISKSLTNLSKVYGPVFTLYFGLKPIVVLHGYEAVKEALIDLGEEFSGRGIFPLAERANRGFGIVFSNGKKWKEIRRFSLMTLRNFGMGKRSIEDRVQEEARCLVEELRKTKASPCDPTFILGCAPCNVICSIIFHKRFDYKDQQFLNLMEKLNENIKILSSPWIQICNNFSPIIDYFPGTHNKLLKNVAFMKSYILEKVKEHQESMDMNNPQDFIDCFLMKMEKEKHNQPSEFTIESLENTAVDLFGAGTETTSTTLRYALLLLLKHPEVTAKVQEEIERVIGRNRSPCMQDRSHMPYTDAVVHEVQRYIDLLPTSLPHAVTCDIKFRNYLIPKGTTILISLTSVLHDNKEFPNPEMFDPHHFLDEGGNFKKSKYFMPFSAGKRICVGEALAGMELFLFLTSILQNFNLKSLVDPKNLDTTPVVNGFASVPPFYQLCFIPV
CYP2C19 inh: inhibitors of human CYP2C19; P33261; CYP2C19 Supersomes, luciferin-H EGE luminescence, 30 min; inhibition, % at 5 µM; actives 21% (n = 96,000);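 active = CYP2C19 inhibition above a set limit at 5 µM in the primary screen, cut at about 50% in these data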;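 note: plate controls were negative control wells for no effect and 2.5 mM tranylcypromine positive control for full effect; values of inactives mirror those of a sister screen read the other way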
CYP2C9 inh: blocks human cytochrome P450 2C9. P11712. CYP2C9 Supersomes, luciferin-H conversion, luminescence. inhibition, % at 5 µM. actives 20% (n = 96,000). AID 777;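 active = blocking of liver enzyme CYP2C9 beyond about 50% at 5 µM, limit read from the data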; note: values of inactives mirror those of a sister screen read the other way
CYP2C19 act: activators of human cytochrome P450 2C19; recombinant CYP2C19, luciferin-H EGE luminescence; active compounds read high; 0 = fully inhibited enzyme, 1 = untreated enzyme; P33261; activation factor at 5 µM; 96,000 tested, under 10 active;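 active = activation factor of at least 2 at 5 µM in the primary screen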;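 note: 0 = wells with 2.5 mM tranylcypromine and 1 = vehicle-only wells; values of inactives mirror those of a sister screen read the other way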
Mac1 fbg inh: inhibitors of human CD11b/CD18 binding to fibrinogen. P05107+P11215. K562 CD11b/CD18 adhesion to fibrinogen, ATPlite luminescence; Mn2+ added to activate the integrin. inhibition, % at 10 µM. actives 0.54% (n = 93,000);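 active = primary inhibition of 50% or more at 10 µM, then 40% or more on retest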; note: some results filed as inactive read as strong as hits
MT1-MMP txn act: activates MT1-MMP transcription. HT1080 MT1-MMP promoter luciferase reporter, luminescence, overnight; active compounds read high. activation factor at 10 µM. actives 0.16% (n = 86,000);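 active = activation factor of at least 2 for MT1-MMP transcription at 10 µM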
* = called active by the depositor; nt = not tested or not shown.

SMILES | CD11b adhes enh | Pyk2 oligo antag | PLAP act | CYP2C9 activ | CYP2C19 inh | CYP2C9 inh | CYP2C19 act | Mac1 fbg inh | MT1-MMP txn act
c1ccc(-c2nnc(SCc3nc4ccccc4[nH]3)n2Cc2ccco2)cc1 | 2.3 | 0.17 | 1.4 | 0.4 | 29.1 | 58.6* | 0.7 | 1.1 | 1.2
CS(=O)(=O)c1ccc(Cl)c(NC(=O)C2CC(=O)N(Cc3ccccc3)C2)c1 (centres undefined) | -5.6 | -0.11 | 1.4 | 0.3 | 28.9 | 68.5* | 0.7 | -12.5 | 1.1
O=C(CN1CCN(c2cccc(Cl)c2)CC1)N1CCCC1 | 2.5 | -0.28 | 0.9 | 1 | 10.8 | 4.4 | 0.9 | -6.3 | 1.1
CCOC(=O)NCN1C(=O)C2C3C=CC(C3)C2C1=O (centres undefined) | nt | -1.99 | 1.2 | 0.8 | 7.8 | 19.3 | 0.9 | nt | 1
Cc1cc(=O)n2nc(N3CCC(C(=O)NCCc4ccccc4)CC3)sc2n1 | -5.1 | 0.95 | 1.5 | 0.8 | -0.8 | 24.6 | 1 | 14.5 | 1
COC(=O)c1ccccc1OCCOc1ccccc1C(=O)OC | nt | 0.12 | 1 | 0.5 | 62.4* | 46.7 | 0.4 | nt | 1
COC(=O)COc1ccc(S(=O)(=O)Nc2cc(OC)ccc2OC)cc1 | 0.5 | nt | 1.3 | 1.9 | 98.9* | -86.5 | 0 | 7.5 | 1.1
CC(=O)N1C(C(=O)O)CSC1c1ccc(C)cc1 (centres undefined) | 0.4 | nt | 1.1 | 1.1 | -24.7 | -9.4 | 1.2 | 0.5 | 1.2
O=C(CNS(=O)(=O)c1ccc(F)cc1)N1CCN(c2ccc(F)cc2)CC1 | 18.5 | 0.97 | 0.9 | 1 | 23.7 | 4.3 | 0.8 | 8.1 | 1.1
COc1ccc(C2CC(c3ccccc3)n3nnnc3N2)cc1 (centres undefined) | -0.7 | 0.52 | 0.8 | 0.1 | 98.4* | 87.3* | 0 | -5.0 | 1.1
COc1cc(NC(=O)c2cccs2)c(C(=O)OCC(=O)NCc2ccco2)cc1OC | 87.0 | -0.79 | 1.4 | 0.2 | 26.9 | 82.4* | 0.7 | -2.7 | 1.2
CSc1nnc([C@H](C)NC(=O)OC(C)(C)C)o1 | -1.2 | 0.41 | 0.9 | 0.9 | 18.7 | 7.4 | 0.8 | -8.0 | 1.1
CCc1sc(-c2c(C#N)c(N)nc3c2CCCCCC3)cc1[N+](=O)[O-] | nt | -1.26 | 0.9 | 0.9 | 2.2 | 8.0 | 1 | nt | nt
NC(=O)c1ccccc1NS(=O)(=O)Cc1ccccc1 | -1.0 | -0.35 | 1.2 | 4* | 49.9 | -295.3 | 0.5 | 3.6 | 1.2
CCS(=O)(=O)N1CCC(NC(=O)c2cc(OC)cc(OC)c2)CC1 | 0.4 | 0.32 | 1 | 1 | 17.2 | -0.6 | 0.8 | -0.7 | 1.2
CCOc1ccc(NCc2cc3c(C(C)(C)C)nn(-c4ccccc4)c3[nH]c2=O)cc1 | -1.7 | -1.44 | 1.6 | 0.4 | 15.4 | 58.7* | 0.8 | 11.0 | nt
COc1cc(C2CC(=O)c3c([nH]c(C(=O)OCCOC(C)C)c3C)C2)cc(OC)c1OC (centres undefined) | -4.4 | nt | 1.3 | 0.2 | 33.9 | 79.1* | 0.7 | 46.4 | 1.1
COc1cccc(COc2cc3ccccc3nc2C)c1 | nt | -0.5 | 1.1 | 0.2 | 43.3 | 77.6* | 0.6 | nt | nt
C1CCC(c2nn3c(-c4n[nH]c5c4CCC5)nnc3s2)CC1 | 7.3 | -0.48 | 2.3* | 0.7 | 87.2* | 31.7 | 0.1 | 5.0 | 0.9
CC(=O)Nc1sc2c(c1C(c1ccccc1)N1CCOCC1)CCCC2 (centres undefined) | -4.4 | -0.39 | 1.3 | 0.6 | 31.9 | 38.0 | 0.7 | -10.4 | 1
COC(=O)C(C)NC(=O)C12CC3CC(CC(C3)C1)C2 (centres undefined) | 1.0 | 1.97 | 1 | 1.1 | -2.6 | -10.4 | 1 | -33.1 | 0.9
CCSc1nc2c(c(=O)[nH]1)C(c1ccncc1)C(C(=O)OC(C)C)=C(C)N2 (centres undefined) | -4.0 | 0.75 | 1 | 0.4 | 89.8* | 56.6* | 0.1 | 5.7 | 1
CCCS(=O)(=O)N1CCCC(C(=O)NCCN(C)Cc2ccccc2)C1 (centres undefined) | -3.7 | 0.45 | 1.1 | 0.9 | 11.0 | 11.5 | 0.9 | 21.3 | 1.1
COc1ccccc1N1CCN(Cc2ccco2)CC1 | -0.6 | 1.02 | 1.1 | 0.9 | 21.2 | 6.4 | 0.8 | -14.1 | 1.1
Cc1ccc(OCC(O)Cn2c(=N)n(Cc3ccccc3)c3ccccc32)cc1 (centres undefined) | 0.3 | 0.33 | 1.5 | 0.7 | -0.9 | 27.1 | 1 | 21.8 | 1.2
COc1ccccc1/C=N/NC1=NCCCCC1 | -2.0 | -0.21 | 1.1 | 1 | 6.1 | 2.1 | 0.9 | -3.6 | 1.3
Cc1ccc(-c2cc(-c3cccs3)[nH]n2)c(O)c1 | -3.0 | -1.2 | 1.5 | 0.6 | 19.4 | 37.3 | 0.8 | -5.7 | 1.8
CCCCOc1ccc(C2OC34CCCCC3C(C#N)(C#N)C2(C#N)C(=N)O4)cc1 (centres undefined) | -4.5 | 0.39 | 0.8 | 1.1 | -16.2 | -8.4 | 1.2 | 16.2 | 1.1
O=C(CC1CCCCC1)NCc1ccccn1 | -1.0 | 1.35 | 1 | 1.3 | -10.8 | -25.3 | 1.1 | -1.4 | 1.3
Cc1nnc(-c2cnn(C)c2N)n1Cc1ccccc1 | 2.5 | -0.02 | 1.1 | 0.8 | 9.3 | 15.9 | 0.9 | -1.1 | 1.2
COC(=O)c1ccc(OCCOc2ccc(C(=O)OC)cc2)cc1 | 10.3 | 0.3 | 1 | 0.7 | 13.9 | 27.8 | 0.9 | 3.4 | 1
Nc1nnc(CCCCc2cccs2)o1 | -3.2 | -0.52 | 1.1 | 1.1 | -9.2 | -7.0 | 1.1 | 15.0 | 1.2
COc1cccc(/C=N/n2c(SC)nnc2-c2ccccc2)c1OC | -0.5 | 0.24 | 1.4 | 0.1 | 91.4* | 90.8* | 0.1 | 0.3 | 1
CCOC(=O)COc1ccc2c3c(c(=O)oc2c1C)CCC3 | -1.5 | 0.24 | 0.9 | 0.2 | 64.8* | 78.8* | 0.4 | 3.8 | 1
CC1=C(C#N)C(Nc2ccc(C)cn2)(C(F)(F)F)C(=O)N1 (centres undefined) | 2.1 | -1.18 | 0.9 | 0.6 | 89.1* | 41.7 | 0.1 | 2.1 | 1.1
Cc1ccsc1C(=O)Nc1ccc(C(=O)O)cc1 | -0.5 | -0.79 | 0.8 | 0.4 | 92.1* | 57.4* | 0.1 | 0.1 | nt
Cn1c(=O)[nH]c(=O)c2c1nc(N1CCCCCC1)n2CC(=O)c1ccccc1 | -0.6 | nt | 0.9 | 0.9 | 4.0 | 7.5 | 1 | -10.0 | 1.1
O=S1(=O)Nc2c(ccc3cccnc23)-c2ccccc21 | 0.9 | -0.95 | 1.9 | 0.4 | 4.4 | 64.7* | 1 | 4.6 | nt
COC(=O)Cc1c(C)c2ccc(OC(=O)c3ccco3)cc2oc1=O | -0.6 | 0.17 | 1 | 1.1 | -4.9 | -13.2 | 1 | -9.7 | 1.2
CSc1nc(N)nc(SCC(=O)OC(C)C)c1C#N | -3.9 | 0.67 | 0.8 | 0.4 | 11.0 | 56.6* | 0.9 | 1.2 | 1.9
Cc1cc(NC(=O)c2c(F)c(F)c(F)c(F)c2F)no1 | -3.3 | -0.45 | 0.9 | 1.2 | -11.9 | -19.5 | 1.1 | -8.4 | 1.1
Cn1c(=O)[nH]c(=O)c2c1nc(N1CCCCCC1)n2CCSc1nc2ccccc2[nH]1 | -0.6 | -0.44 | 1.4 | 0.7 | -4.7 | 26.6 | 1 | 7.3 | 1.2
Cc1cc(/C=N/n2cnnc2)c(C)n1-c1ccc(OCc2ccc(F)cc2)cc1 | 0.4 | -0.8 | 1 | 0.8 | 25.5 | 17.4 | 0.7 | 11.3 | 1.2
CCOC(=O)c1cc2sc(C)cc2n1CC(=O)NCc1ccc(F)cc1 | 0.6 | -0.45 | 1 | 0.9 | 72.3* | 14.3 | 0.3 | -5.8 | 1.1
O=c1c2cc(N3CCOCC3)ccc2[nH]c(=S)n1CCN1CCCC1 | -0.8 | 1.01 | 1.6 | 1.1 | -15.4 | -7.7 | 1.2 | -2.2 | 1.1
C=CCn1c(SCC(=O)Nc2cc(C)on2)nc2sc(C)c(C)c2c1=O | 12.7 | -0.64 | 0.8 | 0.7 | 6.9 | 29.9 | 0.9 | -16.4 | 1
CCn1c(=O)cc(SCC(=O)NCCCN2CCN(c3ccccc3F)CC2)c2ccccc21 | -4.1 | 0.31 | 1.6 | 1.4 | -2.4 | -39.2 | 1 | 20.1 | 1.4
CCOC(=O)c1nn(-c2ccc3c(c2)CCN3C(C)=O)cc1O | -2.7 | 1.11 | 1 | 1 | 7.8 | 3.0 | 0.9 | -4.9 | 0.4
COC(=O)c1ccc(COc2ccc3c(C)c(C)c(=O)oc3c2)o1 | -1.2 | -0.37 | 1 | 0.8 | 15.5 | 19.7 | 0.8 | -5.4 | 1.1
CS(=O)(=O)N1CCCC(C(=O)NCCN2CCC(Cc3ccccc3)CC2)C1 (centres undefined) | -4.2 | 0.14 | 1.3 | 1.1 | 64.2* | -7.0 | 0.4 | -6.0 | 1.1
Cc1ccccc1OCC(=O)NCC(=O)N/N=C/C=C/c1ccccc1 | -5.2 | nt | 1.2 | 1.4 | 6.5 | -41.0 | 0.9 | -4.8 | nt
O=C(OCCCC(=O)N1CCOCC1)c1ccccc1 | 0.8 | 1.52 | 1 | 1.1 | 47.7 | -6.8 | 0.5 | -16.1 | 1.3
COc1ccc(OC)c(-n2c(=S)[nH]c3cc(C(=O)N4CCC(C(N)=O)CC4)ccc3c2=O)c1 | -0.3 | 0.43 | 1.2 | 1.1 | -13.0 | -14.4 | 1.1 | 4.9 | nt
COc1ccc(NC(=O)C(=O)N2N=C(C(C)C)CC2(O)C(F)(F)F)cc1 (centres undefined) | nt | 0.28 | 1.1 | 1.1 | -4.4 | -5.7 | 1 | nt | nt
CC(C)N(CCNC(=O)C1CCC(=O)N1Cc1ccc(F)cc1)Cc1ccccc1 (centres undefined) | 1.0 | 0.69 | 1.4 | 0.7 | 39.6 | 32.4 | 0.6 | 4.2 | 1.2
CC(C)(C)n1nc2c(c1NC(=O)c1ccc(S(=O)(=O)N3CCCCC3)cc1)CS(=O)C2 (centres undefined) | 3.6 | -0.89 | 1.3 | 0.9 | 6.2 | 10.1 | 0.9 | 6.1 | 1.1
Cc1cc(CCN2CCC(=O)NC2=S)ccc1OC(C)C | -1.1 | 1 | 0.9 | 0.7 | 80.1* | 25.3 | 0.2 | -9.2 | 1.2
CCCNc1[nH]c(=O)n(C)c(=O)c1N=O | nt | -0.21 | 0.9 | 1.1 | -5.5 | -5.1 | 1.1 | nt | nt
O=C(Nc1nnc(Cc2ccc(Cl)cc2)s1)c1ccco1 | -1.1 | 0.3 | 1.2 | 0.4 | 17.9 | 63.1* | 0.8 | -3.4 | 1.1
Cc1ccc(S(=O)(=O)Nc2cc(Cl)c(O)cc2C)cc1 | 0.1 | -1.15 | 1.1 | 2.3* | 98.2* | -127.3 | 0 | 18.1 | 1.1

Fetched by compound from the list above (2):
SMILES | CD11b adhes enh | Pyk2 oligo antag | PLAP act | CYP2C9 activ | CYP2C19 inh | CYP2C9 inh | CYP2C19 act | Mac1 fbg inh | MT1-MMP txn act
COc1ccc(NC(=O)C(=O)N2N=C(C(C)C)CC2(O)C(F)(F)F)cc1 (centres undefined) | nt | 0.28 | 1.1 | 1.1 | -4.4 | -5.7 | 1 | nt | nt
C=CCn1c(SCC(=O)Nc2cc(C)on2)nc2sc(C)c(C)c2c1=O | 12.7 | -0.64 | 0.8 | 0.7 | 6.9 | 29.9 | 0.9 | -16.4 | 1

Hits appear at their usual frequency; 31% or so of the library scored in one or more.
